# From PubChem
# TDP1 cell CPT: growth inhibition of DT40 Tdp1-/-;hTDP1 cells with camptothecin (screen for TDP1 inhibitors) | chicken DT40 Tdp1-/-;hTDP1 cells + 20 nM CPT, ATP luminescence, 48 h | Potency, µM (titrated, usually from 46.2 µM), for the others: top-dose activity change, negative = growth inhibition, usual class: inhibitors | 420,000 compounds, 12% hits; also: nearly all actives have a fitted effect of over 55% in size
#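 Chicken DT40 Tdp1-/- cells stably complemented with human TDP1 were seeded at 400 cells/well in medium containing 20 nM camptothecin, exposed to pin-transferred compounds, and grown at 37 °C for at least 48 hr. Viability was read as ATP luminescence.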
# KAT2A inh: blocks human GCN5L2 histone acetyltransferase; 390,000 compounds, 0.21% hits; Q92830; GCN5L2 HAT assay, ThioGlo1 CoA-SH fluorescence; Potency, µM (doses to about 58.9 µM), inactives show at the highest dose activity change, negative = inhibition, hits mostly inhibitors
# Target sequence (Q92830 whole entry, looked up): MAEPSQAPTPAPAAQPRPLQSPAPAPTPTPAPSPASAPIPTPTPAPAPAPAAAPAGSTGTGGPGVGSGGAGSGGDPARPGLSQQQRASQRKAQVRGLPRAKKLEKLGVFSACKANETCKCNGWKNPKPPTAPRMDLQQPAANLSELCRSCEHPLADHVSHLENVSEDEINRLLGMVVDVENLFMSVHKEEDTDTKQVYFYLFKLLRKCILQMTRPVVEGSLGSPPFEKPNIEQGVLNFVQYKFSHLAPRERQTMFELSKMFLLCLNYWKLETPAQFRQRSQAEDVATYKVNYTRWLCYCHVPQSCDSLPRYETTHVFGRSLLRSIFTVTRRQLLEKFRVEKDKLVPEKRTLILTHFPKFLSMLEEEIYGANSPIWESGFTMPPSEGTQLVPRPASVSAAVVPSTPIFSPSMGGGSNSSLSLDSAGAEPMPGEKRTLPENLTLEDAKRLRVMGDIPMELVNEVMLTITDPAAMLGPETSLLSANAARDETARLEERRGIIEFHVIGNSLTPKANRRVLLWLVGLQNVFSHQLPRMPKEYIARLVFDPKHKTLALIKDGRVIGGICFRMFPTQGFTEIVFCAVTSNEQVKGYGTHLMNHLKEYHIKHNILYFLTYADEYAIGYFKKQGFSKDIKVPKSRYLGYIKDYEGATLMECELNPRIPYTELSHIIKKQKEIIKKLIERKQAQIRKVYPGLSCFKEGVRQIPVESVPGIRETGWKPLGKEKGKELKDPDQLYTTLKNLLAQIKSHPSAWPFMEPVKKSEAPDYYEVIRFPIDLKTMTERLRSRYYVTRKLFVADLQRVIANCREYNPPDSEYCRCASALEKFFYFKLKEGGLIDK
#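 qHTS, 1536-well. 20nM enzyme, pH 7.5 HEPES/EDTA/Tween-20 buffer; 15 min compound preinc., RT. Start: 75uM H3(1-25), 70uM AcCoA, 50uM ThioGlo1. Read Ex340/Em540 at t=0 (autofluorescence flag) and t=20 min.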
# DT40 TDP1 no CPT: qHTS for Inhibitors of human tyrosyl-DNA phosphodiesterase 1 (TDP1): qHTS in cells in absence of CPT; DT40 Tdp1-/- hTDP1 cells, no CPT, ATP luminescence, 48 h; Potency, µM (top dose mostly 46.2 µM), without a hit: at the top dose activity change, negative = growth inhibition, hits mostly inhibitors; 420,000 compounds, 15% hits; AID 686978, 2013; also: nearly all actives have a fitted effect of over 55% in size
#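 Camptothecin absent (DMSO only). Human TDP1-complemented DT40 knockout cells, 400 cells/well, 37 °C for minimum 48 hr; ATP measured via CellTiter-Glo, 30 min dark incubation, luminescence.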
# An asterisk follows results filed as active; ? = inconclusive; . = no result given; & = joins results of further samples. Calls follow the shape of the dose curve; as a rule, active = well fitted curve in the direction sought with a large enough effect; inconclusive = small, poorly fitted or top-dose-only effect, or another doubt; inactive = no such curve, though single readings can be large; an effect the other way counts as inactive or inconclusive. % is scaled to controls: 0 for no effect and ±100 for the full control effect; potency is read from the fitted curve at half-maximal effect. Only part of the results is shown; count on the stated rates, not on these rows.
cpd	SMILES	TDP1 cell CPT	KAT2A inh	DT40 TDP1 no CPT
1	Cn1cc(S(=O)(=O)N2CCC(C(N)=O)CC2)c(=O)n(C)c1=O	1%	-1%	3%
2	O=C(Nc1ccc(N2CCOCC2)cc1)c1csc(COCCO)n1	-20%	.	-13%
3	NC(=O)c1nc[nH]c1C(=O)Nc1cccc(C(F)(F)F)c1	-18%	-3%	?
4	Clc1ccc(CN2C3=NCCN3c3ccccc32)cc1	13µM*	-10%	?
5	O=C(O)Cc1sc(Nc2ccccc2)nc1-c1ccccc1	6%	2%	15%
6	COCC(O)CNc1ccccc1 (centres undefined)	1%	7%	-18%
7	CC1CCN(S(=O)(=O)c2ccc3c(c2)N(CC(=O)O)C(=O)CO3)CC1	15µM*	-6%	16µM*
8	COc1cc(C(=O)NNC(=O)C2CCC2)cc(OC)c1OC	-10%	1%	10%
9	CCOC(=O)c1[nH]c2cc(OC)c(OC)cc2c1N	-12%	-7%	-16%
10	Cc1cc(O)ccc1Nc1nc2ccccc2nc1Nc1ccc(O)cc1C	8.2µM*	-5%	5.2µM*
11	CCCC(=O)NC(c1cccs1)c1cc([N+](=O)[O-])c2cccnc2c1O (centres undefined)	23µM*	20%	13µM*
12	O=C(N=Nc1c(O)[nH]c2ccccc12)c1ccc2c(c1)OCO2	?	-1%	?
13	COc1ccc(Cl)cc1NC(=O)CN1C(=O)CC(C)S(=O)(=O)c2ccccc21 (centres undefined)	11%	-5%	-21%
14	CCn1c(Cc2ccccc2)nnc1SCC(=O)OC(C)C	2%	-3%	-9%
15	Nc1nc(CN2CCN(c3ccccc3)CC2)nc(Nc2ccc(Cl)cc2)n1	?	-5%	?
16	Cc1ccc(-n2c(-c3ccco3)nc3c(cnn3-c3ccccc3Cl)c2=O)cc1	-4%	-3%	-21%
17	COc1cccc(-c2noc(CCCC(=O)NC3CCCC3)n2)c1	?	-4%	-28%
18	CC(=O)c1c(C)[nH]c(C(=O)CN2C(=O)NC(C)(CCC(C)C)C2=O)c1C (centres undefined)	-29%	-1%	?
19	CCCN1CCC(=O)N([C@H](CN=[N+]=[N-])Cc2ccccc2)CC1	-20%&-21%	0%	?
20	CCCCOC(=O)Nc1ccc(S(=O)(=O)Nn2cnnc2)cc1	10%	-4%	-10%
21	O=C(NNC(=O)c1ccc(Cl)c(Cl)c1)c1cccnc1	-3%	-6%	-9%
22	Cn1nccc1/C=C(/C#N)S(=O)(=O)c1ccccc1	23µM*	-13%	?
23	CCCCCC(=O)O/N=C(\C)c1ccn(S(=O)(=O)c2ccccc2)c1	15µM*	-2%	-89%
24	CCN(c1ccccc1)S(=O)(=O)c1ccc(F)c(C(=O)Nc2ccc(C)cc2)c1	9.2µM*	-5%	12µM*
25	Cn1c(SCC(=O)Nc2sccc2C#N)nnc1C1CC1	1%	-4%	0%

# Single values from the entries so far.
# cpd 21 in TDP1 cell CPT is listed with -3%
# cpd 2 in DT40 TDP1 no CPT is listed with -13%
# cpd 8 in KAT2A inh is listed with 1%
# cpd 9 in KAT2A inh is listed with -7%
# cpd 22 in TDP1 cell CPT is listed with 23µM*
# cpd 13 in KAT2A inh is listed with -5%
# cpd 24 in DT40 TDP1 no CPT is listed with 12µM*

# Further entries
cpd	SMILES	TDP1 cell CPT	KAT2A inh	DT40 TDP1 no CPT
26	COc1ccc(Nc2cc(Sc3ccc(OC)cc3)ncn2)cc1	?	-3%	16µM*
27	Cn1nnnc1SCC(=O)N1CCN(S(=O)(=O)c2ccccc2)CC1	-3%	-3%	0%
28	CCOC(=O)C(CSCc1ccccc1)NC(=O)OC(C)(C)C (centres undefined)	?	-11%	?
29	O=S(=O)(N1CCCCC1)n1nnc2ccccc21	-20%	1%	-26%
30	CCN(N=O)c1ccc(/C=C/c2ccnc3ccccc23)cc1	6.3µM*	.	6.3µM*
31	COc1cccc(C(C#N)N2N=C(C)CC2(C)C)c1O (centres undefined)	-16%	-6%	-12%
32	CCCCc1cc(=O)oc2c(C)c(OCC(=O)N3CCC(C(=O)O)(c4ccccc4)CC3)ccc12	18%	1%	-23%
33	CCCN1CCC(Oc2cccc(C(=O)NCCc3ccccc3)c2)CC1	?	-2%	-16%
34	COc1cc(SC)ccc1C(=O)N(Cc1ccccc1)c1ccccn1	-4%	0%	?
35	COc1c(OC)c(O)c2c(=O)c(O)c(-c3ccccc3)oc2c1OC	-19%	0%	-29%
36	CC1(C)N=C(N)N=C(N)N1c1ccc(OCC(=O)N2CCOCC2)cc1	?	.	?
37	O=C1c2cccnc2C(=O)N1Cc1ccc(F)cc1	1%	1%	-12%
38	CCn1c(=O)n(CC(=O)Nc2ccc(F)cc2)c(=O)c2ccccc21	-4%	-1%	?
39	CCOC(=O)c1ccc(Oc2c(C)oc3cc(OS(C)(=O)=O)ccc3c2=O)cc1	16µM*	-10%	16µM*
40	CC1(C(=O)NS(=O)(=O)c2ccc(F)cc2F)CCN1C(=O)C/C=C/c1ccccc1 (centres undefined)	-8%	.	-15%
41	COc1cc(OC)c(NC(=O)c2ccc(Br)o2)cc1Cl	-26%	-7%	-24%
42	Cc1ccc(-n2nnc(-c3nsc(NC(=O)c4ccccc4)n3)c2C)cc1	?	-3%	?
43	CCN1CC(CN(C)Cc2nc(-c3ccco3)oc2C)CC1=O (centres undefined)	-6%	-5%	2%
44	Cc1c(C(=O)N(C)C)sc2c1c(=O)n(-c1ccc(Cl)cc1)c(=O)n2CC(=O)C(C)(C)C	-19%	-6%	?
45	O=C1c2ccccc2C(=O)N1CCCCON1C(=O)c2ccccc2C1=O	-19%	1%	-5%
46	CCOC(=O)N1CCc2c(sc3nc4n(c(=O)c23)N=C(c2ccc(OC)cc2)CS4)C1	1%	1%	-15%
47	COC(=O)c1cccnc1-n1c(=O)c2cccnc2n(CC(=O)Nc2c(C)cc(C)cc2C)c1=O	-9%	-5%	-9%
48	Cc1ccc(NC(=O)c2ccco2)c([N+](=O)[O-])c1	3%	2%	-25%
49	Cc1ccc(F)cc1NC(=S)NCCc1ccccc1	?	0%	26µM*
50	CN(C(=O)Cn1cc(C#N)c2ccccc21)c1ccccc1	-18%	-12%	-18%
51	Cn1ncc(Br)c1C(=O)Nc1ccc(Br)cn1	12%	-1%	-25%
52	COc1ccccc1C1=NNC(=NCc2ccccc2)SC1	13%	-5%	-15%
53	Cc1ccc(C(=O)NNC(=O)CSc2nnc3c(n2)[nH]c2ccc(C)cc23)cc1	?	-4%	18µM*
54	CCCCNc1nc(Oc2ccc(=O)n(C)n2)nc(N(C)C)n1	0%	4%	1%
55	CCCCN(C)C(=O)Cn1ncc2c([nH]c3ccc(C)cc32)c1=O	?	-9%	?
56	Cc1ccc(S(=O)(=O)/C(C#N)=C/c2c(N3CCN(C)CC3)nc3c(C)cccn3c2=O)cc1	0%	-11%	4%
57	CCN(CC)CCCNc1cc(C(F)(F)F)c(C#N)c2nc3ccccc3n12	-1%	-9%	?
58	Nc1cc(=O)[nH]c(SCc2nnc(-c3ccccc3)o2)n1	-5%	2%	-9%
59	COc1ccc(O)c(C2=Nc3ccccc3N=C(c3ccccc3)C2)c1	23µM*	-5%&-4%	18µM*
60	CN(CC(=O)Nc1ccc(Cl)c(C(F)(F)F)c1)S(=O)(=O)c1cnc[nH]1	15µM*	.	15µM*
61	Cc1ccc(Nc2nc(CSc3nnc(-c4cccnc4)n3-c3ccccc3C)cs2)cc1	15µM*	-8%	15µM*
62	COc1ccc(C(=O)OCCN2CCN(C3=NS(=O)(=O)c4ccccc43)CC2)cc1OC	-23%	-1%	-24%
63	CCc1ccc[n+](-c2[nH]c(=O)sc2/C=N/N=C(\[O-])CCn2c3ccccc3c3ccccc32)c1	7%	-9%	21%
64	N#CCNC(=O)C1CC(=O)N(CCc2ccc(F)cc2)C1 (centres undefined)	-5%	?	-2%
65	CCOC(=O)N1CCN(S(=O)(=O)c2ccc(C(=O)NNc3nc4c(C)cccc4s3)cc2)CC1	16µM*	-6%	16µM*
66	CCOC(=O)CSc1nc2ccsc2c(=O)n1C1CCN(C(=O)OCC)CC1	?	-3%	?
67	Cc1ccc(C(C(=O)NCc2ccco2)N(C(=O)Cn2nnc3ccccc32)c2ccccc2)o1 (centres undefined)	-19%	-3%	?
68	O=C(c1c[nH]c2ccccc12)N1CCN(Cc2ccccc2)CC1	-26%	-6%	-12%
69	CCN(C(=O)CSc1nnc(-c2cccc(F)c2)n1N)c1c(N)n(Cc2ccccc2)c(=O)[nH]c1=O	-9%	.	1%
70	CN(Cc1cccc(F)c1)C(=O)c1ccc(S(=O)(=O)C(F)F)cc1	-9%	-1%	-18%
71	CN(C)CCCN(C(=O)c1ccc(C(=O)c2ccccc2)cc1)c1nc2ccc(F)cc2s1	?	-4%	?
72	CCOC(=O)Cc1csc(NC(=O)c2cc(C)on2)n1	-3%	.	16%
73	O=C1C2C3C=CC(O3)C2C(=O)N1N=C1CCCCC1 (centres undefined)	7%	.	-9%
74	COC(=O)[C@]12CCCCC=C1N(Cc1ccco1)C(=O)[C@H](CC(=O)N1CCSCC1)C2	-3%	.	-28%
75	Cc1ccc(CNc2ncnc3onc(C)c23)cc1	16µM*	4%	15µM*

# More structures follow:
cpd	SMILES	TDP1 cell CPT	KAT2A inh	DT40 TDP1 no CPT
76	CC(C)(C)OC(=O)NC(Cc1ccccc1)C(=O)N1CCCC1C(=O)O (centres undefined)	-3%	-13%	10%
77	CN(C(=O)CSc1ncc(C(F)(F)F)cc1Cl)c1c(N)n(Cc2ccccc2)c(=O)[nH]c1=O	12%	-10%	?
78	O=C(CSCc1ccc(Cl)cc1)NCc1ccccn1	-4%	-1%	-18%
79	COc1ccc(-c2nc3cc(F)ccc3cc2CN(C(=O)c2cccs2)C2CC2)cc1	?	.	?
80	CC(NC(=O)c1ccc(NC2=NC3CS(=O)(=O)CC3S2)cc1)c1ccccc1 (centres undefined)	-11%	-19%	2%
81	O=c1oc(-c2ccco2)nc2sc3c(c12)CCCCC3	-7%	-5%	-14%
82	O=C(NNC(=O)C1CCCO1)c1ccc(F)cc1 (centres undefined)	14%	2%	-21%
83	COc1cc2ccccc2cc1C(=O)Nc1ccccc1N1CCN(S(C)(=O)=O)CC1	21µM*	.	21µM*
84	COC(=O)[C@H](CC(C)C)NC(=O)NCCCc1ccccc1	5%	0%	-3%
85	COCCCn1c(=O)c2sccc2n(Cc2ccc(C)cc2)c1=O	?	-10%	-19%
86	Cc1cc(OCC(=O)NC2CCN(Cc3ccccc3)CC2)c2c(C)c(C)c(=O)oc2c1	-16%	-2%	0%
87	CCCCCN(C(=O)NC(=O)Nc1ccc(C)cc1)S(=O)(=O)c1ccccc1	?	-4%	?
88	O=C(/C=C/c1cccs1)N1CCN(c2ccccc2F)CC1	-24%	-4%	?
89	COC(=O)C1=C(C)NC(=O)/C1=C\c1cc(C)n(-c2c(C)cccc2C)c1C	?	-17%	?
90	CCC1CCCCN1CCCNC(=O)C1CCCN(c2ncnc3c2nc2n3CCCCC2)C1 (centres undefined)	-17%	-1%	12%
91	COC(=O)c1c(-c2ccccc2)csc1N1C(=O)Nc2ccccc2N1O	-9%	4%	28%
92	CC1=C(C(=O)N(C(C)C)C(C)C)CC(CC(=O)NCCc2ccccn2)C(=O)N1CCCN1CCCC1=O (centres undefined)	0%	.	4%
93	OCCN1CCN(C(c2ccc(Cl)cc2Cl)c2sc3nc(-c4ccco4)nn3c2O)CC1 (centres undefined)	0%	2%	-6%
94	O=C(Nc1ccccc1)OCCOc1ccccc1	-16%	-4%	?
95	CCCCCn1c(=N)n(CC(O)COc2ccccc2OC)c2ccccc21 (centres undefined)	3.7µM*	-3%&-9%	5.8µM*
96	COc1cc(C=O)ccc1OCc1ccc(Cl)nc1	7%	-1%	17%
97	O=C(NC1CCCCCC1)C1CCC(CNS(=O)(=O)c2ccc(Br)s2)CC1 (centres undefined)	-6%	0%	?
98	O=C(N/N=C/C=C\c1ccccc1)c1cnccn1	-19%	-7%	-20%
99	C=C1C(=O)O[C@H]2C[C@]3(C)C([C@@H](OC(=O)/C(C)=C/C)[C@H]12)[C@](C)(O)CC[C@H]3O (some centres undefined)	15µM*	2%	8.2µM*

# Profiles, quoted from the list.
# Profile of CCCCCN(C(=O)NC(=O)Nc1ccc(C)cc1)S(=O)(=O)c1ccccc1 : TDP1 cell CPT = ?; KAT2A inh = -4%; DT40 TDP1 no CPT = ?
# Profile of COc1cc2ccccc2cc1C(=O)Nc1ccccc1N1CCN(S(C)(=O)=O)CC1 : TDP1 cell CPT = 21µM*; KAT2A inh = .; DT40 TDP1 no CPT = 21µM*
# Profile of COC(=O)C1=C(C)NC(=O)/C1=C\c1cc(C)n(-c2c(C)cccc2C)c1C : TDP1 cell CPT = ?; KAT2A inh = -17%; DT40 TDP1 no CPT = ?
